Bioassay records from PubChem BioAssay.
Tcruzi prolif: T. cruzi intracellular proliferation inhibitors, primary screen, cell-based, beta-gal Tulahuen parasites, NIH3T3 host, luminescence; T. cruzi beta-gal in NIH3T3, GalScreen luminescence, 90 h; inhibition, % at 8.34 µM; 77,000 compounds, 5.9% hits; AID 624255, 2012;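 active means mean inhibition above about 93%, with at least 55% of replicates each passing it, limit read from the data, passing the limit was not always enough; inconclusive means only one of those two conditions holds; inactive means neither condition holds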
GASC1 inh: inhibitors of GASC-1 (KDM4C) histone demethylase, primary screen, biochemical, single concentration HTS. inhibition, % at 12.5 µM. GST-KDM4C 2-372, H3K9me3 peptide, LANCE TR-FRET. AID 720574, 2013. Lysine-specific demethylase 4C (Homo sapiens), Q9H3R0. 96,000 compounds, 0.15% hits;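 active means mean replicate inhibition above about 25%, with at least 55% of replicates also reaching it, limit read from the data, passing the limit was not always enough; inconclusive means only one of those two conditions met; inactive means neither condition met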
Target sequence (Q9H3R0 2-372 limits assumed): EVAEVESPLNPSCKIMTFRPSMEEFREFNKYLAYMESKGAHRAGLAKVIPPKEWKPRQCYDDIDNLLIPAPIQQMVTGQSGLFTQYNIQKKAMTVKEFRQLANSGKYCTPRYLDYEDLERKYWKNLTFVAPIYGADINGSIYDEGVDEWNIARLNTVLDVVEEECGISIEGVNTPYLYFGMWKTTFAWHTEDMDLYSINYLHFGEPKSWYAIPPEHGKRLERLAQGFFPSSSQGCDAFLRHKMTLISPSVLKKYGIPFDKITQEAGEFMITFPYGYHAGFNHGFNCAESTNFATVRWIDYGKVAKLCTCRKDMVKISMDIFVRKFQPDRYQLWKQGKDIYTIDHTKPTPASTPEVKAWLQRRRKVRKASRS
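Test system – GST-tagged GASC-1 (JMJD2C) catalytic fragment, aa 2-372 · Medium – HEPES buffer, pH 7.5, plus ascorbate · Reagent – H3K9me3 peptide with Fe(II)/2OG · Compound – one test concentration per compound · Timing – 30 min reaction, 60 min detection, RT · Technique – TR-FRET with Eu antibody and ULight streptavidin, EDTA stop · Read-out basis – inhibition from TR-FRET ratio decrease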
Pf Dd2 growth: P. falciparum Dd2 growth inhibitors, primary screen, SYBR Green fluorescence, single dose replicates; 94,000 compounds, 2.3% hits; activity change, % at 10 µM; 72 h; stronger effect = lower value; in the data active means activity change below about -80%; inconclusive means no clear call, values can overlap the other calls
C diff growth: C. difficile growth inhibitors, primary screen, HTS. Clostridium difficile clinical isolate growth, OD600, 24 h; stronger effect = lower value. growth activity, negative = inhibition, % at 16 µg/mL (by protocol). 86,000 compounds, 0.25% hits. AID 1259249, 2017;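 active means mean growth activity at or below -80% and every replicate also at or below -80%; inconclusive means mean at or below -80% but some replicate above -80%; inactive means mean growth activity above -80%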;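 further: 0% = DMSO wells and -100% = levofloxacin 16 µg/mL wells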
* marks the source's active call; other numbers are inactive results; ? = inconclusive; . = no result given; & = joins results of further samples. Not a hit list; 6.7% or so of the library scored in one or more.

SMILES | Tcruzi prolif | GASC1 inh | Pf Dd2 growth | C diff growth
C[C@H]1CCCCO[C@@H](CN(C)Cc2ccc(C(=O)O)cc2)[C@@H](C)CN([C@@H](C)CO)C(=O)c2cc(NC(=O)Nc3ccc4c(c3)OCO4)ccc2O1 | 14 | 0.1 | 1 | 7
C[C@@H]1CN([C@@H](C)CO)C(=O)c2cc(NS(=O)(=O)c3cn(C)cn3)ccc2O[C@@H]1CN(C)S(C)(=O)=O | 77 | -1.3 | 53 | .
C[C@@H]1CCCCO[C@@H](CN(C)S(=O)(=O)c2ccc(F)cc2)[C@H](C)CN([C@@H](C)CO)C(=O)c2cc(NC(=O)c3ccncc3)ccc2O1 | 68 | 2.2 | -30 | -6
C[C@@H]1CN([C@@H](C)CO)S(=O)(=O)c2ccc(/C=C/c3ccccc3)cc2O[C@@H]1CN(C)C | 36 | -1.2 | -35 | -9
C[C@@H]1CN([C@@H](C)CO)C(=O)c2cc(C#CC(C)(C)O)cnc2O[C@H]1CN(C)Cc1ccccn1 | . | 1.6 | 69 | 0
O=C(C[C@@H]1CC[C@@H](NC(=O)C2CCOCC2)[C@H](CO)O1)NCc1ccncc1 | . | -0.8 | 0 | -5
C[C@@H]1CN([C@H](C)CO)S(=O)(=O)c2ccc(C#Cc3cccc(F)c3)cc2O[C@H]1CN(C)C(=O)NC1CCCCC1 | . | -0.7 | -36 | -5
COC(=O)C[C@@H]1CC[C@H]2[C@@H](COc3ccc(NC(=O)Nc4cc(C)cc(C)c4)cc3C(=O)N2C)O1 | 25 | -0.1 | . | 14
C[C@H]1CN([C@@H](C)CO)C(=O)c2cc(NC(=O)CCCCCC(=O)Nc3ccccc3N)ccc2O[C@@H]1CN(C)S(=O)(=O)c1ccccc1 | . | -0.2 | -39 | -6
COc1ccc(CN(C)C[C@H]2Oc3c(NS(=O)(=O)c4cn(C)cn4)cccc3C(=O)N([C@@H](C)CO)C[C@@H]2C)cc1 | 18 | 3.6 | -2 | -3
COc1ccc(C#Cc2cnc3c(c2)C(=O)N([C@H](C)CO)C[C@H](C)[C@H](CN(C)C(=O)CC2CC2)O3)cc1 | 49 | -1.0 | -48 | -3
CN(C)C(=O)c1cccc(-c2ccc3c(c2)[C@H]2[C@H](CCN2S(=O)(=O)c2cn(C)cn2)[C@H](CO)N3)c1 | 93 | 2.8 | 20 | 3
CC(C)NC(=O)Nc1ccc2c(c1)C(=O)N(C)[C@H]1CC[C@H](CC(=O)NCC(F)(F)F)O[C@@H]1CO2 | -28 | 0.6 | -17 | -2
C[C@@H]1CN([C@H](C)CO)C(=O)Cc2cc(NC(=O)NC3CCCCC3)ccc2O[C@@H]1CN(C)C(=O)Nc1ccc(F)cc1 | . | 0.3 | -3 | 3
C[C@@H]1CCCCO[C@H](CN(C)C(=O)Nc2ccccc2)[C@@H](C)CN([C@H](C)CO)C(=O)c2cc(NC(=O)Nc3ccc(C(F)(F)F)cc3)ccc2O1 | . | -1.1 | -24 | 0
C[C@@H]1CN([C@@H](C)CO)C(=O)c2cc(NC(=O)c3ccccc3)ccc2O[C@@H](C)CCCCO[C@H]1CN(C)C(=O)NC1CCCCC1 | 52 | -2.6 | -69 | 4
COc1ccc(S(=O)(=O)Nc2ccc3c(c2)C(=O)N([C@H](C)CO)C[C@@H](C)[C@@H](CN(C)Cc2ccc4c(c2)OCO4)OCCCC[C@@H](C)O3)cc1 | 91 | -1.0 | -68 | -1
CN(C)C(=O)C[C@H]1C[C@H]2c3cc(NC(=O)Nc4ccccc4F)ccc3O[C@H]2[C@@H](CO)O1 | 17 | 2.9 | 14 | 0
O=C(C[C@@H]1CC[C@H](NC(=O)c2ccccn2)[C@@H](CO)O1)NCc1cc(F)cc(F)c1 | 10 | 0.0 | -17 | 2
C[C@H](CO)N1C[C@H](C)[C@H](CN(C)S(=O)(=O)c2cn(C)cn2)Oc2cc(C#Cc3ccc(F)cc3)ccc2S1(=O)=O | 117 | -3.2 | -57 | 3

Reformatted: 3 of the compounds above.
| SMILES | Tcruzi prolif | GASC1 inh | Pf Dd2 growth | C diff growth |
| --- | --- | --- | --- | --- |
| C[C@@H]1CN([C@H](C)CO)S(=O)(=O)c2ccc(C#Cc3cccc(F)c3)cc2O[C@H]1CN(C)C(=O)NC1CCCCC1 | . | -0.7 | -36 | -5 |
| COC(=O)C[C@@H]1CC[C@H]2[C@@H](COc3ccc(NC(=O)Nc4cc(C)cc(C)c4)cc3C(=O)N2C)O1 | 25 | -0.1 | . | 14 |
| C[C@H]1CN([C@@H](C)CO)C(=O)c2cc(NC(=O)CCCCCC(=O)Nc3ccccc3N)ccc2O[C@@H]1CN(C)S(=O)(=O)c1ccccc1 | . | -0.2 | -39 | -6 |

The listing continues:
SMILES | Tcruzi prolif | GASC1 inh | Pf Dd2 growth | C diff growth
COc1ccc2c3c([nH]c2c1)[C@H](CO)N(C(=O)c1ccc(F)cc1)CC31CN(C(=O)NC(C)C)C1 | . | -0.4 | -12 | -2
C[C@@H]1CN([C@H](C)CO)C(=O)c2cccc(NC(=O)Nc3ccc(C(F)(F)F)cc3)c2O[C@H]1CN(C)C(=O)Nc1cccc2ccccc12 | 54 | -0.7 | -54 | 17
O=C(C[C@H]1C[C@@H]2c3cc(NC(=O)Nc4ccccc4)ccc3O[C@@H]2[C@@H](CO)O1)NCc1ccncc1 | 54 | 0.8 | -2 | .
COCC(=O)N(C)C[C@H]1Oc2cc(C#CC3CCCC3)ccc2S(=O)(=O)N([C@H](C)CO)C[C@@H]1C | 23 | 1.8 | 5 | .
C[C@H](CO)N1C[C@H](C)[C@@H](CN(C)Cc2ccccc2)Oc2ccc(N(C)C)cc2C1=O | 29 | . | 31 | -8
O=C(c1cccc(F)c1)N1CCCCN2[C@H](C1)[C@@H](c1ccc(-c3ccccc3)cc1)[C@@H]2CO | 62 | -1.7 | 21 | 9
Cc1ccc(S(=O)(=O)N(C)C[C@@H]2Oc3ccc(NS(=O)(=O)c4ccc(F)cc4)cc3CC(=O)N([C@H](C)CO)C[C@H]2C)cc1 | 23 | 0.1 | -28 | -11
O=C(Cc1ccccc1)N[C@H]1C=C[C@@H](CC(=O)N2CCOCC2)O[C@H]1CO | -58 | 0.2 | -6 | .
Cc1noc(C)c1NC(=O)Nc1ccc2c(c1)C(=O)N([C@H](C)CO)C[C@H](C)[C@@H](CN(C)S(=O)(=O)c1ccc(Cl)cc1)OCCCC[C@H](C)O2 | 76 | -0.6 | -74 | -11
O=C(Nc1ccc(C(F)(F)F)cc1)N[C@H]1CC[C@@H](CC(=O)N2CCCCC2)O[C@@H]1CO | . | -0.2 | -22 | 4
Cn1cnc(S(=O)(=O)N[C@@H]2CC[C@H](CC(=O)Nc3ccc(-c4ccccc4)cc3)O[C@@H]2CO)c1 | 21 | -1.3 | -3 | -1
Cc1ccc(S(=O)(=O)Nc2ccc3c(c2)CC(=O)N([C@@H](C)CO)C[C@@H](C)[C@H](CN(C)Cc2ccncc2)O3)cc1 | 56 | 0.0 | -53 | -3
C[C@@H]1CN([C@@H](C)CO)C(=O)c2cccc(NS(=O)(=O)c3cn(C)cn3)c2O[C@@H]1CN(C)S(=O)(=O)c1ccccc1 | 6 | 1.1 | 24 | 4
C[C@@H]1CN([C@H](C)CO)C(=O)c2cc(C#CCc3ccccc3)cnc2O[C@H]1CN(C)CC1CCCC1 | 92 | . | -94* | 8
CC(C)NC(=O)Nc1ccc2c(c1)CC(=O)N([C@H](C)CO)C[C@H](C)[C@H](CN(C)C)O2 | -23 | 0.5 | -8 | 2
CC(C)C(=O)Nc1ccc2c(c1)C(=O)N(C)[C@@H]1CC[C@H](CC(=O)NCc3cccc(F)c3)O[C@@H]1CO2 | 30 | -1.2 | 7 | 1
CCC(=O)Nc1ccc2c(c1)C(=O)N(C)C[C@@H](OC)[C@@H](C)CN(Cc1ccccn1)[C@@H](C)CO2 | -2 | 0.8 | -41 | .
CCCNC(=O)N(C)C[C@H]1Oc2ncc(-c3ccccc3)cc2C(=O)N([C@H](C)CO)C[C@H]1C | -27 | -2.7 | 25 | 3
O=C(Nc1ccccc1)N1C[C@@H]2[C@H](c3ccccc31)[C@@H](CO)N2CC1CCCC1 | -19 | 0.8 | -19 | 18
C[C@H](CO)N1C[C@H](C)[C@H](CN(C)C(=O)c2ccncc2)OCc2cnnn2CCCC1=O | -6 | . | 9 | -2

An excerpt of these results, with two lines to a compound.
Order of results – Tcruzi prolif	GASC1 inh	Pf Dd2 growth	C diff growth
O=C(c1cccc(F)c1)N1CCCCN2[C@H](C1)[C@@H](c1ccc(-c3ccccc3)cc1)[C@@H]2CO
 : 62	-1.7	21	9
C[C@H](CO)N1C[C@H](C)[C@@H](CN(C)Cc2ccccc2)Oc2ccc(N(C)C)cc2C1=O
 : 29	.	31	-8
Cc1ccc(S(=O)(=O)Nc2ccc3c(c2)CC(=O)N([C@@H](C)CO)C[C@@H](C)[C@H](CN(C)Cc2ccncc2)O3)cc1
 : 56	0.0	-53	-3

More results follow:
SMILES | Tcruzi prolif | GASC1 inh | Pf Dd2 growth | C diff growth
CCNC(=O)C[C@H]1CC[C@@H]2[C@@H](COc3ccc(NC(=O)Nc4cccc(OC)c4)cc3C(=O)N2C)O1 | 31 | 0.6 | -21 | -3
C[C@@H]1CN([C@H](C)CO)C(=O)c2cccc(NS(=O)(=O)c3ccc(F)cc3)c2O[C@H]1CN(C)S(=O)(=O)c1cn(C)cn1 | 15 | 0.3 | 9 | -4
O=C(C[C@@H]1CC[C@@H]2[C@H](COC[C@H](O)CN2Cc2ccc(F)cc2)O1)NCCc1ccccc1 | 13 | -1.4 | -2 | .
C[C@H](CO)N1C[C@H](C)[C@@H](CN(C)Cc2ccncc2)Oc2c(cccc2N(C)C)C1=O | 3 | 6.0 | 17 | 5
C[C@@H]1CN([C@H](C)CO)C(=O)c2cccc(NC(=O)c3ccncc3)c2O[C@@H]1CN(C)C(=O)Nc1ccccc1 | . | 0.0 | -7 | 7&4
Cc1noc(C)c1NC(=O)N(C)C[C@@H]1OCCCC[C@H](C)Oc2ccc(NC(=O)NC3CCCCC3)cc2C(=O)N([C@H](C)CO)C[C@H]1C | . | -0.3 | 15 | -8
C[C@@H](NC(=O)[C@@H]1[C@@H](CO)[C@@H]2Cn3c(cccc3=O)[C@@H]2N1Cc1ccncc1)c1ccccc1 | 16 | 1.1 | 6 | -3
CNC[C@@H]1OCCCC[C@@H](C)Oc2ccc(NC(=O)Nc3ccc(OC)cc3)cc2C(=O)N([C@H](C)CO)C[C@@H]1C | -46 | -3.0 | 24 | 9
CN1[C@@H]2Cn3c(ccc(-c4cccnc4)c3=O)[C@H]1[C@@H](C(=O)N1CCC(Cc3ccccc3)CC1)[C@@H]2CO | -2 | 0.4 | 2 | -7
CN(C)C(=O)c1cccc(-c2ccc([C@@H]3[C@H]4CN(S(C)(=O)=O)CCCCN4[C@H]3CO)cc2)c1 | 22 | 0.0 | 35 | 6
C[C@@H]1CCCCO[C@@H](CN(C)S(=O)(=O)c2cccs2)[C@H](C)CN([C@@H](C)CO)C(=O)c2cc(NC(=O)C3CCCCC3)ccc2O1 | 50 | -0.1 | -43 | 6
C[C@@H]1CCCCO[C@H](CN(C)C(=O)Nc2ccc(F)cc2)[C@H](C)CN([C@@H](C)CO)C(=O)c2cc(NC(=O)NC3CCCCC3)ccc2O1 | 47 | 0.1 | -51 | 0
CN1C(=O)c2cc(NC(=O)c3ccccc3Cl)ccc2OC[C@@H]2O[C@@H](CC(=O)O)CC[C@@H]21 | -4 | 5.3 | -34 | -4
O=C(C[C@H]1CC[C@H]2[C@@H](COC[C@H](O)CN2C(=O)c2ccccc2F)O1)NCc1ccccc1 | -22 | -0.9 | 2 | .
COc1ccccc1S(=O)(=O)N[C@@H]1CC[C@H](CCNC(=O)C2CCCC2)O[C@H]1CO | . | 1.5 | 1 | -2
C[C@@H]1CN([C@H](C)CO)C(=O)c2cc(NC(=O)Nc3ccc(C(F)(F)F)cc3)ccc2O[C@@H]1CN(C)Cc1ccc(C(=O)O)cc1 | -100 | -0.4 | -2 | .
C[C@H]1CN([C@@H](C)CO)C(=O)c2cccc(N(C)C)c2O[C@@H]1CN(C)Cc1ccc(C(=O)Nc2ccccc2N)cc1 | 87 | -0.3 | ? | -3
Cc1ccccc1-c1ccc([C@@H]2[C@@H](CO)N3C(=O)CN(C(=O)Nc4ccc(F)cc4)C[C@H]23)cc1 | . | -0.6 | -44 | -10
CC(C)CC#Cc1ccc2c(c1)O[C@H](CN(C)C(=O)c1ccccc1)[C@H](C)CN([C@@H](C)CO)S2(=O)=O | 118* | -3.2 | -54 | 6
COc1ccc(NC(=O)N(C)C[C@H]2OCc3cn(nn3)CCCC(=O)N([C@@H](C)CO)C[C@H]2C)c(OC)c1 | 8 | 1.8 | 10 | -1
C[C@@H]1CN([C@H](C)CO)C(=O)c2cc(NC(=O)Nc3ccc4c(c3)OCO4)ccc2O[C@@H]1CN(C)Cc1ccc(C(F)(F)F)cc1 | 57 | 0.1 | -10 | 4
